Pf Dd2 inh = Plasmodium falciparum Dd2 growth inhibition. P. falciparum Dd2 growth, SYBR Green, 72 h. Potency, µM (series often up to 28.9 µM), without a hit: top-dose activity, negative = inhibition, hits mostly inhibitors. hit rate 4.3% among 120,000. AID 1347417; active means well fitted inhibition curve with a large enough effect; inconclusive means small, poorly fitted or top-dose-only effect; inactive means no such curve, though single readings can be large or run the other way;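 further: plate controls were DMSO vehicle for no effect and reference drug for full effect; nearly all actives have a fitted effect of over 65% in size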
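Readout: SYBR Green fluorescence, 485 nm excitation, 535 nm emission, after ~16 h lysis at 37C. Before that, Dd2-infected red cells (2.5% hematocrit) grew 72 h with compound, 29 uM top final concentration.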
* hit, by the source's call; i = inactive; ? = inconclusive; [ ] = another dose, or the depositor's remark. Potency means the concentration at half of the fitted maximal effect. This is a subset; count on the stated rates, not on these rows.

The first three entries as a preview:
SMILES,Pf Dd2 inh
O=C(NCCOc1ccccc1)c1nc2c(o1)CCN(Cc1ccsc1)CC2,-22%[44.1 µM]
O=C(NCc1ccc(F)cc1)C(=O)NCC(c1ccc2c(c1)OCO2)N1CCOCC1 (stereo not given),-14%
CCc1noc(-c2cn(C3CCN(C(=O)c4ccc(OC)cc4C)C3)nn2)n1 (stereo not given),-7%

The whole of this part, previewed entries included:
SMILES,Pf Dd2 inh
O=C(NCCOc1ccccc1)c1nc2c(o1)CCN(Cc1ccsc1)CC2,-22%[44.1 µM]
O=C(NCc1ccc(F)cc1)C(=O)NCC(c1ccc2c(c1)OCO2)N1CCOCC1 (stereo not given),-14%
CCc1noc(-c2cn(C3CCN(C(=O)c4ccc(OC)cc4C)C3)nn2)n1 (stereo not given),-7%
O=C(O)c1ccc(-c2ncc3cnc(-c4ccccc4)cn23)cc1,i
CNC(=O)[C@@H](C1CC1)N1CCC[C@H]1C(=O)NCc1cccnc1,33%[44.1 µM]
O=C(N[C@@H]1CN(C(=O)NCc2ccccc2)CCC[C@H]1O)c1ccc(OCc2ccccc2)cc1,-19%
COc1ccc(CN2CC3(CCN(C(=O)CCCc4ccccc4)CC3)C2=O)cc1,-21%
CN(Cc1cccs1)c1cc(C2CC(O)C2)ncn1 (stereo not given),-26%
Cc1ncsc1CN1CCCC(n2c(C)cnc2-c2cccnc2)C1 (stereo not given),-4%
O=C(CCc1ccccc1)NC1CCN(c2nnc3ccccn23)CC1,-13%
CCOc1ccccc1NC(=O)Cn1c(=O)n(CCCC(=O)NCCc2ccc(C)cc2)c(=O)c2ccccc21,-15%
CCCCCC(=O)N1CCC(O)(c2csc(CN3CCOCC3)n2)CC1,15%[44.1 µM]
Cc1ccc(-n2c(C3CCN(C(=O)COc4ccc(F)cc4)CC3)n[nH]c2=O)cc1,-15%
Cc1nc(-n2nc(C)c(Cc3ccccc3Cl)c2C)sc1C(=O)Nc1ccccc1F,5%
CNC(=O)[C@@H]1CNC[C@H]1c1n[nH]c(C)n1,-19%
O=C(N[C@@H]1CN(Cc2cc(F)c(F)c(F)c2)C[C@H]1CO)C1CC1,-12%
CCOC(=O)c1ccc(NC(=O)Nc2cc3c(cc2N2CCCCC2)n(CC)c(=O)n3CC)cc1,?
O=C(C1CN(c2ccc(F)cc2)C(=O)N1)N1CCOCC1 (stereo not given),3%[44.1 µM]
CCCCOC(=O)c1ccc(NC(=O)Cc2coc3ccc(C(C)C)cc23)cc1,?
Cc1ccc(C(=O)N2CCC23Cc2ccccc2NC3=O)cc1 (stereo not given),?
COc1ccccc1Cn1cc(C(=O)c2ccc(C)cc2)c(=O)c2cc3c(cc21)OCCO3,?
COc1cccc(CN2CCC3(C2)NC(=O)c2ccccc2CO3)c1 (stereo not given),?
COc1ccc(CN2C[C@H]3CN(Cc4cc(OC)c(OC)c(OC)c4)CCN3C2=O)cc1,i
CCOCC(=O)Nc1nn(-c2cccc(F)c2)c2cccc(N3CCOC3=O)c12,?
CCOc1ccc(Nc2c(S(=O)(=O)c3ccccc3)cnc3ccc(CC)cc23)cc1,?
COc1ccc(-c2cc(N3CCC(NC(=O)c4ccc(Cl)cc4)C3)n[nH]2)cc1 (stereo not given),i
O=C(Cc1ccc(F)cc1)N1CCC(N2CC3CC(C2)[C@H]2CCCC(=O)N2C3)CC1 (stereo not given in full),-16%
O=C(NC1C[C@H]2CC[C@@H](C1)N2C(=O)COc1ccc(Cl)cc1)c1ccncc1 (stereo not given in full),-15%
CCOc1ccccc1CNC(=O)c1ccc(Cn2c(=O)c3cccn3c3cccnc32)cc1,8%
O=C1Nc2ccc(Br)cc2C(=O)N2CCN(C(=O)c3cccc(F)c3)C[C@H]12,-18%[44.1 µM]

(continued)
SMILES,Pf Dd2 inh
Cc1ccsc1CN(C)C1CCc2nn(CC3CC3)c(=O)n2CC1 (stereo not given),14%
COc1ccc(CCNC(=O)CSc2nc3ccccc3nc2Cc2ccc(C)cc2)cc1OC,3%
COc1ccccc1Oc1ncccc1CNC(=O)[C@@H]1CCCN1C(C)=O,3%
COc1ccc(C(=O)N2CCC[C@H]2c2nc(-c3ccccc3)no2)cc1F,11%
CC(C)NC(=O)CSc1nc2ccccc2c(=O)n1Cc1ccc(C(=O)NC(C)C)cc1,-24%
CC1=C[C@@H](CN(C)CCO)[C@H](C(C)C)C[C@H]1Cc1nnc(-c2ccc(N(C)C)cc2)o1,2.5µM*
CC(=O)N1CCCc2nc(C)nc(-c3ccc(O)cc3)c2C1,9%[44.1 µM]
CC(C)[S+](=O)([O-])N1CCCC1c1nnc2n1CCNC2 (stereo not given),5%
O=C(Nc1nc2n(n1)C(c1ccc(F)cc1)C=C(c1ccc(Cl)cc1)N2)c1ccc([N+](=O)[O-])cc1 (stereo not given),4µM*
O=C(NC1CCCCC1)C1CN(C(=O)c2ccccc2)CC12CCOCC2 (stereo not given),-9%
CN1CCc2[nH]cnc2C12CCN(C(=O)CC1NC(=O)c3ccccc31)CC2 (stereo not given),17%
CCOc1nccnc1NC1CCN(C(=O)NC)CC1,53%[activator][5.79 µM]
COc1ccc(OC)c(CN2CCCn3nc(C)c(-c4ccccc4OCc4ccccc4)c32)c1,?
O=C(NCc1ccc2c(c1)CCN2C(=O)c1ccc(Cl)cc1)c1ccco1,35%[activator]
Cc1cccc2cc(C(=O)N3CCCC(Nc4ccc(F)cc4)C3)oc12 (stereo not given),-12%
CC(C)c1ccc(OCC(=O)NC(Cc2c[nH]c3ccccc23)C(=O)O)cc1 (stereo not given),43%[activator]
O=C1CCN(C(=O)C2CCN(C(=O)CC3CCCC3)CC2)CCCCCCN1,18%
COc1ccc(C2CC(=O)Nc3c2c(C)nn3-c2nncc(-c3ccccc3)n2)c(OC)c1OC (stereo not given),i
CN(C)CCNC(=O)c1ccc2c(c1)N(Cc1ccccc1)C(=O)c1ccccc1S2(=O)=O,?
CCN1C(C(=O)c2ccccc2)=C(OC(=O)C(C)C)c2ccccc2S1(=O)=O,5%
Cc1ccc2nc(NC(=O)c3nc(SCc4ccccc4F)ncc3Cl)sc2c1,51%[activator]
CCc1ccccc1NC(=O)C1CCCN(c2ncnc3onc(C)c23)C1 (stereo not given),-29%
Cc1nc(C)c(C(=O)N2CCCC(Cc3noc(-c4cnccn4)n3)C2)s1 (stereo not given),-10%
Cc1cc(C(=O)N2CC[C@H](NS(=O)(=O)c3cn(C)cn3)C[C@H]2C(=O)N[C@@H](Cc2cccs2)C(N)=O)n(C)n1,19%
COCc1cn(C[C@H]2C[C@@H](NC(=O)c3cnccn3)[C@H](O)[C@@H]2O)nn1,14%[44.1 µM]
CC(C)(C)c1nc(C(=O)N2CCCC2)n2ccncc12,?
O=C(COc1ccccc1)OCc1cc(=O)n2nc(C3CC3)sc2n1,-4%
Cc1ccc(C(=O)N2CCC([C@@H]3CNC[C@H]3CO)CC2)cc1C,6%
COc1ccc(CNC(=O)c2cc3cc(OC)ccc3oc2=O)cc1,9%
O=C(Nc1ccc(Cl)cc1)C(NS(=O)(=O)c1cccs1)c1ccccc1 (stereo not given),-9%

The list continues.
SMILES,Pf Dd2 inh
CCN1CCN(C(c2ccc(C)cc2)c2c(O)cc(C)n(Cc3ccco3)c2=O)CC1 (stereo not given),100%[activator]
CCOc1ccc(C(=O)N2CCC[C@H]2c2nc(-c3ccc(OC)c(OC)c3)no2)cc1OCC,4%
O=C(NC1CC(=O)N(Cc2ccccc2C(F)(F)F)C1)c1cscn1 (stereo not given),-18%
COC(=O)c1sc(N2C(=O)c3oc4cc(C)c(C)cc4c(=O)c3C2c2ccccc2F)nc1C (stereo not given),-13%[5.79 µM]
CN1CCCC1c1nc(C2CN(C(=O)c3ccn[nH]3)C2)no1 (stereo not given),22%
CC(C)N1C(=O)CO[C@H]2CCN(CCCc3ccccc3)CC[C@@H]21,i
CC(=O)Nc1cccc(NC(=O)Cc2csc(COc3cccc(C)c3)n2)c1,-1%
O=c1ccc2cc(S(=O)(=O)NCc3ccc(Cl)cc3)ccc2[nH]1,7%[0.594 µM]
CN(C)C[C@@H]1CN(Cc2ccccc2)C[C@H]1NC(=O)C1CC=CC1,-6%
CCCCn1c(SCC(=O)Nc2ccc(F)cc2)nc2c(sc3ccccc32)c1=O,16%
Cc1ccccc1N(C)C1CN([S+](=O)([O-])c2c(C)noc2C)C1,-24%
Cc1cc2cc(-c3c(C)noc3C)nc(-c3ccc([S+](C)(=O)[O-])cc3)c2o1,?
CC(C)NC(=O)N1CCC(c2noc(-c3ccccc3)n2)C1 (stereo not given),i[5.79 µM]
CCOc1cccc2sc(NC(=O)c3ccc(S(=O)(=O)N4CCCCC4)cc3)nc12,23%
CCCC(=O)NCC(c1ccc2c(c1)OCO2)N1CCN(c2ccccc2)CC1 (stereo not given),0%
O=C(c1ccc2nnc(-c3cccc(OC(F)(F)F)c3)n2c1)N1CCOCC1,5%
COC(=O)C1=CN(CC(=O)NCc2ccc(OC)cc2)S(=O)(=O)N=C1C,23%
Cc1nc(N2CCCCC2)ncc1C(=O)N[C@H]1[C@H]2CCO[C@H]2[C@@H]1N(C)C,-10%
CN1CCCn2nc(C(=O)NC34CC5CC(CC(C5)C3)C4)cc2C1,-13%
COc1ccc(NC(=O)Cn2c(=O)ccc3cc(S(=O)(=O)N4CCCC4)ccc32)cc1Cl,-15%
COc1ccc(C(=O)Oc2c(Sc3ccc(C)cc3)c(C)nn2C(C)(C)C)c(OC)c1,18%
Oc1c(C(c2ccccc2F)N2CCCC2)sc2nc(-c3ccco3)nn12 (stereo not given),21%
COc1ccc(NC(=O)CN2CCCc3nc(C4CC4)ncc3C2=O)cn1,?
Cc1ccc(C2Cn3cnc(C(=O)N4CCC(C(=O)NCc5cccc(Cl)c5)CC4)c3CO2)cc1 (stereo not given),i
O=C(COCc1cc(-c2ccc3c(c2)OCO3)on1)NCc1ccc(F)cc1,23%
C[C@@H](NC(=O)C1CCCCC1)c1c(-c2ccc(Cl)cc2)noc1C(=O)O,i
Cc1ccc(NC(=O)C2CCCN(C(=O)c3ccccc3)CCC(=O)NCC2)cc1 (stereo not given),8%
COCC(=O)NC1CCC12CCN(C(=O)CC1CCCC1)CC2 (stereo not given),-7%
O=C(Nc1nnc(S(=O)(=O)N2CCCCCC2)s1)c1ccccc1F,2%
COCCCNC(=O)c1sc2nc3n(c(=O)c2c1C)CCC3,-5%

Fetched by compound from above (7):
SMILES,Pf Dd2 inh
CC(C)NC(=O)N1CCC(c2noc(-c3ccccc3)n2)C1 (stereo not given),i[5.79 µM]
Cc1nc(N2CCCCC2)ncc1C(=O)N[C@H]1[C@H]2CCO[C@H]2[C@@H]1N(C)C,-10%
CN1CCCn2nc(C(=O)NC34CC5CC(CC(C5)C3)C4)cc2C1,-13%
COCCCNC(=O)c1sc2nc3n(c(=O)c2c1C)CCC3,-5%
Cc1ccccc1N(C)C1CN([S+](=O)([O-])c2c(C)noc2C)C1,-24%
CCOc1cccc2sc(NC(=O)c3ccc(S(=O)(=O)N4CCCCC4)cc3)nc12,23%
O=C(c1ccc2nnc(-c3cccc(OC(F)(F)F)c3)n2c1)N1CCOCC1,5%

Continued:
SMILES,Pf Dd2 inh
CCOc1ccc(CCNC(=O)CN2C(=O)COc3ccc(S(=O)(=O)N(CC)CC)cc32)cc1,-19%
CCc1ccccc1NC(=O)Cn1c(-c2nonc2N)nc2ccccc21,47%[activator]
COc1ccc(S(=O)(=O)N[C@H]2[C@H](O)[C@H](O)C[C@@H]2c2ccccc2C)cc1,-18%[44.1 µM]
Cc1cc(N2CCCCC2)nc2ccc(NC(=O)CCC(=O)N3CCN(c4ccccc4)CC3)cc12,-26%
CN(C)C(=O)c1nc(-c2ccc(S(C)(=O)=O)cc2)c2ccccn12,10%
COC(=O)c1cc(S(=O)(=O)N2CCN(c3cccc(C)c3)C(C)C2)c[nH]1 (stereo not given),i
Cc1ccc(F)c(OCC(=O)c2ccc3c(c2)N(CCCC(=O)NCC2CCCO2)C(=O)CO3)c1 (stereo not given),i
CSc1ccc(CNC(=O)Cn2nc(N3CCN(c4ccccc4)CC3)ccc2=O)cc1,12%
COc1cccc(CNC(=O)CCCn2nc(C)c3sc4ccccc4c3c2=O)c1,24%
O=C(c1ccccc1-c1ccccc1)N1CCCn2cncc2C1,-22%
CC(C)Cn1cc(C(=O)N2CCN(c3cccc(Cl)c3)CC2)c2c3ccccc3n(C)c2c1=O,?
CN1C[C@H](NCC2CC2)CCC[C@@H](C(=O)NC2CCOCC2)CC1=O,3%[44.1 µM]
CCc1noc([C@@H]2CC(F)(F)CN2C(=O)c2cnco2)n1,5%
CCCCn1cnc2cccnc21,-4%[44.1 µM]
COC[C@@H]1CN(c2ncccn2)C[C@H]1C(=O)NCc1c(C)n[nH]c1C,-2%
CCCn1cc(S(=O)(=O)c2ccc(C)cc2)c(=O)c2cc(F)c(N3CCCC3)cc21,?
CN(C)c1ccc(C(CNS(=O)(=O)c2ccccc2)N2CCc3ccccc32)cc1 (stereo not given),45%[activator][5.79 µM]
NC1CCCN(Cc2cc(F)ccc2-n2cccn2)CC1 (stereo not given),?
COc1ccc(CNC(=O)c2noc(-c3ccc(C)cc3)n2)c(OC)c1,66%[activator]
CCC1CN(C(=O)N2CCC(C(=O)NCc3ccco3)CC2)c2ccccc2O1 (stereo not given),-15%
Cc1ncc2c(n1)C[C@@H]1CC[C@H]2N1C(=O)CCCc1ccccc1,i

Compound activity as filed in PubChem.
